PGC1a acetyl inh – PGC1a acetylation modulation, inhibitor mode; U2OS PGC1a acetylation, AlphaScreen anti-acetyl-lysine; with virally co-expressed GCN5 acetyltransferase; AID 651687; actives 0.17% (n = 350,000); inhibition, % at 15.6 µM;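 active = every replicate shows inhibition of at least 40%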;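 also: 0% = neutral control wells and 100% = positive control wells; some results beyond the cut were filed as inactive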
LGR2 inh – inhibitors of bursicon-induced Drosophila LGR2 receptor cAMP signaling; HEK293 LGR2, CRE-luciferase, bursicon-stimulated, 4 h; inhibition, % at 9.99 µM; actives 0.35% (n = 380,000); AID 720647;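 active = drop in luminescence signal, shown as inhibition above about 50% in the replicate tests, limit read from the data, passing the limit was not always enough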;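 also: agonist challenge used bursicon conditioned medium at about half maximal strength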
PglD inh – PglD (C. jejuni) enzyme inhibition | purified PglD enzyme, DTNB colorimetric CoA detection | inhibition, % at 12.5 µM | actives 0.098% (n = 360,000) | AID 602405; in the data active = inhibition above about 16%, passing the limit was not always enough; also: strong numbers were not always called active
S100A4 MyoIIA – blocks human S100A4 binding to myosin IIA peptide; inhibition, % at 10.7 µM; actives 0.14% (n = 360,000); P26447; S100A4/TAMRA-MyoIIA peptide fluorescence polarization;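 active = mean inhibition of at least 70% across replicates, with every replicate also reaching that level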
Target sequence (P26447 whole entry, looked up): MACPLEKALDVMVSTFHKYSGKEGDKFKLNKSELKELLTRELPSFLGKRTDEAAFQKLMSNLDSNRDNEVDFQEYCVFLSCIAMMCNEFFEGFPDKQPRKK
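Material: S100A4 monomer protein | Medium: HEPES pH 7.2 with CaCl2, KCl, NaCl, DTT, Triton | Reagent: Labelled myosin peptide probe, 5 nM | Doses: One dose per compound | Times: 5 min incubation before reading | Benchmarks: Neutral control DMSO, positive control TFP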
PAX8 reporter – inhibitors of PAX8 transcriptional activity in RMG-I cells; RMG-I TPO-luciferase reporter, SteadyGlo, 24 h; inhibition, % at 12.6 µM; actives 1.2% (n = 360,000); AID 652154;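 active = mean replicate inhibition at least 60% with every replicate also reaching 60%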;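 also: luciferase light reporting Pax8 driven TPO promoter activity; plate controls were median of neutral control wells for no effect and mitoxantrone controls for full effect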
FN deposit inh – fibronectin deposition inhibition. AH1F fibroblasts, Alexa488-fibronectin deposition fluorescence, overnight. inhibition, % at 12.6 µM. actives 0.086% (n = 350,000). AID 743247;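 active = mean inhibition across replicates of 30% or more, regardless of how many single replicates reach that level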;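 also: positive control wells lacked labelled fibronectin entirely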
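Schedule: 1 h cell adhesion before compound, then overnight fibronectin incubation; test system: AH1F fibroblast monolayer depositing Alexa488-labelled fibronectin into matrix; quantity: 10000 AH1F cells per well; probe or stimulus: fluorescent fibronectin at 24 nM final; signal: fluorescence, ex 485 nm, em 525 nm; evaluation: percent inhibition as loss of matrix-bound fibronectin fluorescence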
EWS-Fli block – blocks EWS/Fli oncoprotein-driven transcription | A673 NR0B1-luciferase reporter, viability-normalised | inhibition, % at 12.6 µM | actives 0.67% (n = 350,000) | AID 651661;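 active = mean inhibition of at least 50% after viability correction, with every replicate also passing that limit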;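 also: firefly luciferase signal divided by Alamar Blue viability fluorescence both relative to DMSO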
ERAP1 inh – inhibitors of human ERAP1 aminopeptidase; recombinant ERAP1, Leu-AMC fluorescence, 60 min; actives 0.15% (n = 340,000); inhibition, % at 10.7 µM;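 active = mean replicate inhibition of at least 30%, or all replicates individually reaching that 30% level; inactive = mean below 30% and not every replicate reaching it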;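 also: 0% = neutral control wells and 100% = L-leucinethiol positive control wells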
* = called active by the depositor; · = no result given.

Value order – PGC1a acetyl inh, LGR2 inh, PglD inh, S100A4 MyoIIA, PAX8 reporter, FN deposit inh, EWS-Fli block, ERAP1 inh
1. CC1CC(C)(C)CC2(C1)NC(=O)N(CC(=O)Nc1ccc3c(c1)OCO3)C2=O (stereo unspecified)
    -5, -8, 16, -2, -1, ·, -8, -4
2. OCC1OC(n2cnc3c(SCc4ccccc4)ncnc32)C(O)C1O (stereo unspecified)
    -4, ·, ·, 2, 16, 18, -1, 2
3. CC(NC(=O)CCc1nc2cc(S(=O)(=O)N3CCOCC3)ccc2n1C)c1ccc(S(N)(=O)=O)cc1 (stereo unspecified)
    -4, 11, 0, 5, -13, ·, ·, -2
4. CCOC(=O)N1CCC(N2C(=O)c3ccccc3C2Nc2c(C)cccc2C)CC1 (stereo unspecified)
    10, 3, 1, -2, -12, 2, -3, 7
5. Cc1cc(C)c(C)c(S(=O)(=O)Nc2ccccc2C(=O)O)c1C
    3, -7, -3, 2, 9, -11, -7, -12
6. CCOC(=O)c1c(S(=O)(=O)Nc2ccccc2OCC)c(C)n(C)c1C
    -1, 6, -2, 2, 23, -16, ·, -3
7. CC(C)Oc1ccc(C(=O)Nc2cc(S(=O)(=O)N3CCOCC3)ccc2N2CCOCC2)cc1
    ·, -18, 2, 1, 26, -1, 21, -1
8. Cc1ccc(C(O)c2ncc(-c3cccc(C(F)(F)F)c3)[nH]2)c(C)c1 (stereo unspecified)
    2, -1, 4, 12, 1, ·, 7, 2
9. Cc1ccc(NC(=O)COC(=O)CCC2CCCC2)c(Br)c1
    4, 5, ·, 4, -21, 5, -77, 1
10. O=C(Nc1ccccc1)Nc1ccccc1C(=O)NCc1ccccc1
    -11, ·, 2, ·, -17, -4, ·, ·
11. CCOC(=O)c1sc2nc(SC)nc(-c3ccccc3)c2c1N
    0, ·, 1, ·, -15, 4, ·, ·
12. Cc1onc(-c2ccccc2Cl)c1C(=O)OCc1cnc(Cl)s1
    -22, -10, 0, -3, -24, -4, 16, 0
13. COc1ccc(C(=O)/C=C/Nc2ccc(S(=O)(=O)Nc3onc(C)c3C)cc2)cc1
    19, -1, ·, ·, 10, -24, ·, ·
14. CCC(c1nnnn1-c1ccc2c(c1)OCCO2)N1CCN(c2ccc(C(F)(F)F)cc2[N+](=O)[O-])CC1 (stereo unspecified)
    ·, 0, ·, -4, -2, 14, 6, 5
15. O=C(c1cc(F)ccc1F)N1CCC(N2CCC(C(=O)N3CCCC3)CC2)CC1
    -2, -18, 0, -2, -6, 0, -24, 3
16. COc1ccc(-c2nc3cc(C)c(Br)c(C)n3c2Cc2ccccc2)cc1OC
    0, -21, 5, -1, 19, -17, 4, 3
17. O=C(CNC(=O)c1ccc(Cl)cc1Cl)OCc1nnc(-c2ccccc2Br)o1
    ·, -3, ·, 1, -11, 15, -7, 0
18. COc1cccc(C(=O)CC(=O)C(=O)Nc2cc(OC)ccc2OC)c1
    ·, -9, ·, 4, 1, 2, 7, 2
19. NC(=O)c1ccc(NC(=O)CCc2nc3ccccc3s2)cc1
    12, -25, ·, -2, 2, -9, -4, -3
20. CCOC(=O)N1CCN(c2nc(-c3ccccc3)c3cc(C)ccc3n2)CC1
    -23, -8, 5, 2, -11, -5, -1, -7
21. Cn1c(CNC(=O)CCNC(=O)c2ccc(F)c(F)c2)cc(=O)n(C)c1=O
    12, -6, 7, -3, -5, 3, ·, -1
22. Cc1ccc(NC(=O)CN(C)CC(=O)Nc2ccc(N3CCOCC3)cc2)c(C)c1
    9, -14, -5, ·, 15, -8, ·, ·
23. CO[C@@H]1CN(C)C(=O)c2ccc(NC(C)=O)cc2OC[C@@H](C)N(Cc2ccccn2)C[C@@H]1C
    5, 10, 2, 21, -11, 4, -2, -3
24. CSc1ncccc1C(=O)Nc1cccc(S(=O)(=O)N2CCOCC2)c1
    -1, -9, -1, 3, -11, -7, -1, 1
25. O=[N+]([O-])c1cc(Cl)ccc1N1CCN(c2ccccc2O)CC1
    -1, 9, ·, 3, -4, -8, -21, 2
26. N#C[C@@H]1[C@H](c2ccccc2-c2ccccc2)[C@@H](CO)N1C(=O)Cc1ccncc1
    3, -5, ·, 1, ·, 3, 0, 3
27. CCOC(=O)C1=CCN(S(=O)(=O)c2cccc(Cl)c2)C1c1ccc(Br)cc1 (stereo unspecified)
    -14, -1, -7, 1, -20, -6, -2, 3
28. Cc1cc(Cl)ccc1OCC(=O)NCCOc1nc(N2CCOCC2)nc(N2CCOCC2)n1
    -20, ·, 0, ·, 23, 29, ·, ·
29. Nc1nc2c(ncn2C2C[C@H](O)[C@@H](CO)O2)c(=O)[nH]1 (stereo partly specified)
    -3, 35, -2, 0, -4, -2, 8, -3
30. CC(OC(=O)C1CCN(c2ccc(C(F)(F)F)cn2)CC1)C(=O)NC1CCCCC1C (stereo unspecified)
    -17, 23, -2, -1, 3, -9, 3, 0
31. CN(C)CC#Cc1ccc([C@H]2[C@@H](CO)N3CCCCN(C(=O)Nc4ccc(F)cc4)C[C@@H]23)cc1
    1, -2, 2, -5, -36, ·, -4, 2
32. O=C(COc1ccccc1)NC1CCCCCCC1
    ·, -18, -9, -1, ·, -1, -17, -5
33. Cc1ccc(S(=O)(=O)CC2CSc3nc4ccccc4n32)cc1 (stereo unspecified)
    26, 15, ·, 0, ·, ·, 2, 6
34. COc1cc(C(=O)Oc2cc(N)n(S(=O)(=O)c3ccc(F)cc3)n2)cc(OC)c1OC
    4, -4, -5, 0, -20, -5, 2, 2
35. C[C@@H]1CCCCO[C@@H](CN(C)Cc2ccc(Cl)c(Cl)c2)[C@@H](C)CN([C@H](C)CO)C(=O)c2cc(NC(=O)c3ccncc3)ccc2O1
    -6, -9, -2, 2, 24, 3, -7, -2
36. O=C1NCCOC(=O)[C@@H](Cc2ccc(F)cc2)CC/C=C/C[C@H]1CC(=O)N(CCO)Cc1ccccc1
    ·, -6, -5, 1, 14, -1, -2, 0
37. O=C(NCCc1ccccc1)[C@@H]1[C@@H](CO)[C@@H]2Cn3c(cccc3=O)[C@H]1N2Cc1ccccn1
    ·, 3, -6, 14, ·, ·, 4, -3
38. COCOCCn1cc(CN2CCS(=O)(=O)N(Cc3ccc(-c4ccc(F)cc4)cc3)C(C(C)C)C2=O)nn1 (stereo unspecified)
    ·, -4, 2, -2, -10, -1, 5, 8
39. CC(C)NC(=O)Nc1ccc2c(c1)C(=O)N([C@@H](C)CO)C[C@H](C)[C@H](CN(C)C(=O)Nc1ccccc1)OCCCC[C@H](C)O2
    15, 34, -2, 3, 12, 0, ·, -2
40. COc1ccc(-c2noc(CCC(=O)N3CCN(c4ccccc4F)CC3)n2)cc1
    1, -19, 8, -4, 5, 0, -4, -4
41. CCCc1ccc(S(=O)(=O)N2CCN(Cc3ccco3)CC2)cc1
    -2, -28, -3, -3, -26, 5, 3, -2
42. O=C(O)COc1ccccc1/C=N/NC(=O)Cc1csc(Nc2cccc(C(F)(F)F)c2)n1
    10, -8, 3, 2, 14, -8, -6, -1
43. CC(C)NC(=O)Nc1ccc2c(c1)C(=O)N([C@@H](C)CO)C[C@H](C)[C@@H](CN(C)Cc1ccc3c(c1)OCO3)OCCCC[C@H](C)O2
    1, 10, -2, ·, -13, 6, -3, ·
44. Cc1cccc2sc(NNC(=O)c3ccc(S(=O)(=O)N4CCCC(C)C4)cc3)nc12 (stereo unspecified)
    5, 43, -5, 3, ·, -305, 17, 4
45. O=C(C(=O)N1CCN(c2ccccc2)CC1)c1ccncc1
    ·, -15, ·, 17, 2, 2, -5, 1
46. O=C(NCCCN1CCCC1)c1ccc(CS(=O)(=O)c2ccc(Cl)cc2)o1
    -31, 10, -3, -1, -19, -3, 6, -3
47. CC(C)n1c(O)c(N=Nc2ccccn2)c2ccccc21
    ·, ·, ·, 1, 10, 7, 17, 2
48. CN1C(=O)c2cc(NC(=O)C3CCC3)ccc2OC[C@H]2O[C@@H](CC(=O)NCc3ccccc3F)CC[C@H]21
    ·, 3, ·, -1, 3, -20, -7, -1
49. COc1cccc(CNC(=O)c2nnn(CC(=O)Nc3ccc(C)c(C)c3)c2N)c1
    14, ·, 0, ·, -3, 3, ·, ·
50. COC(=O)Cc1n[nH]c(=S)[nH]c1=O
    -1, 13, 3, 28, ·, ·, 1, -7
51. CNC(=O)c1c(NC(=O)C2=COCCO2)sc2c1CCCC2
    ·, -1, 1, 0, -23, ·, -6, -2
52. O=C(/C=C(\Nc1ccccc1)c1ccccc1)c1ccccc1
    ·, -59, ·, -1, -134, -3, -34, -3
53. COc1cccc(C2N(Cc3ccccc3)C(=O)C2(F)F)c1OC (stereo unspecified)
    4, -8, 2, -3, 7, 3, 19, -1
54. CCOC(=O)c1ccc(NC(=O)CC2C(=O)N(c3ccccc3)C(=O)N2CCCOC)cc1 (stereo unspecified)
    -16, 5, 2, ·, ·, -3, ·, ·
55. COC(=O)c1cccc(N/C=C(\[N+](=O)[O-])S(=O)(=O)c2ccccc2)c1
    -5, -20, 0, -13, -15, -7, -27, 1
56. COc1ccc([C@@H]2CC(=O)[C@@H]3CN(S(=O)(=O)c4ccc(C)cc4)[C@H](c4cccc(Cl)c4)C[C@@H]3N2S(=O)(=O)c2ccccc2)cc1
    -8, -7, 6, -3, 34, -10, 0, 1
57. Cc1ccc2c(c1)CCCN2C(=O)CCc1nc2ccccc2c(=O)[nH]1
    8, 16, 5, 0, 20, 25, 65*, 0
58. O=S(=O)(c1cccc(NC(=S)N2CCN(c3ccccc3F)CC2)c1)C(F)F
    ·, 18, ·, 5, -2, 4, -7, -2
59. CNC[C@@H]1Oc2ccc(NC(=O)C3CC3)cc2C(=O)N([C@@H](C)CO)C[C@@H]1C
    -21, 4, 3, -4, -16, ·, -1, 4
60. Cc1cccc(NC(=O)c2ccc(Cl)c(S(=O)(=O)N3CCCCC3)c2)n1
    -29, -20, 7, -2, -32, 0, -22, -1
